Compound activity from PubChem.
MC4R ag barr = human MC4R agonism via beta-arrestin. P32245. hit rate 0.98% among 360,000. activation, % at 8.9 µM. U2OS MC4R beta-arrestin complementation, luminescence; percent of melanotan II response, DMSO zero. AID 540308;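 active = activation above a per-plate cutoff, the mean activation of sample wells on that plate plus 3 SD, cut at about 8% in these data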
Glyco luc inh = N-linked glycosylation inhibition; D54 ERlucT glycosylation luciferase reporter, 24 h; percent of 100 nM tunicamycin response; reporter increase, % at 12.5 µM; hit rate 0.23% among 360,000; AID 588692;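 active = mean luciferase reporter signal, scaled so untreated is 0 and the glycosylation-blocking control 100, at or above a set limit in every replicate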;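 also: luciferase carries N-glycosylation sites so blocking glycosylation raises the light; 0% = median of neutral control wells and 100% = median of 100 nM tunicamycin wells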
ABCB6 inh 2 = human ABCB6 transporter inhibition; Q9NP58; K562-ABCB6 porphyrin accumulation, flow cytometry, 1 h; hits give low values; fluorescence ratio to DMSO, % at 10 µM; hit rate 0.19% among 360,000;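 active = fluorescence ratio to DMSO below 75%, the collection mean minus 3 SD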;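 also: signal is porphyrin accumulated inside mitochondria; 100% equals median channel fluorescence of DMSO control wells; lower ratio means ABCB6 inhibition with less porphyrin fluorescence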
Target sequence (Q9NP58 whole entry, looked up): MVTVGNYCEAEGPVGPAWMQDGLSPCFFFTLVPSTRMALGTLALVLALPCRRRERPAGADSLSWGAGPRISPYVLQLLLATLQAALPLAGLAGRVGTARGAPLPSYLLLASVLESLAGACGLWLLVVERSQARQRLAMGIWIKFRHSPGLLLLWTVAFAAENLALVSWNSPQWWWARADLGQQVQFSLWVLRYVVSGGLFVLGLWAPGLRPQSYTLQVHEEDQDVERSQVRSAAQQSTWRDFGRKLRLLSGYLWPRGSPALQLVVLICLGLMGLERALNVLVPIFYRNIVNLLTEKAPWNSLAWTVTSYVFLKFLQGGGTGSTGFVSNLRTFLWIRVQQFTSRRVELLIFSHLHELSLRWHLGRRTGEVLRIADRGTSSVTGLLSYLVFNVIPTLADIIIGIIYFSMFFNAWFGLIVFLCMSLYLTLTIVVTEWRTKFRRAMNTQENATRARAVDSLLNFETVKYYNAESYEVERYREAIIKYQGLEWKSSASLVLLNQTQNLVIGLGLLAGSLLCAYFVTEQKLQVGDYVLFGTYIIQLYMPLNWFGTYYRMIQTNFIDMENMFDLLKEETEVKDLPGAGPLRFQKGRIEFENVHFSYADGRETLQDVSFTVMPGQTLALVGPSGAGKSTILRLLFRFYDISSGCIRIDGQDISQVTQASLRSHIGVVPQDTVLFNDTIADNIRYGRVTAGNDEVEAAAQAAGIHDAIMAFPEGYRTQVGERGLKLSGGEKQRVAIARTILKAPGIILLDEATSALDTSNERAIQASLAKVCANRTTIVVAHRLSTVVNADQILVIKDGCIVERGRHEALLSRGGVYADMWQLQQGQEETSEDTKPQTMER
HTR2A ag = agonists of mouse serotonin 5-HT2A receptor (HTR2A). P35363. CHO-K1 mHTR2A beta-arrestin complementation, luminescence; percent of 30 µM serotonin response. activation, % at 7.6 µM. hit rate 0.66% among 360,000;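 active = activation above a run cutoff, the mean activation of all tested compounds plus 3 SD, cut at about 14% in these data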;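 also: 0% = plate median of compound wells and 100% = 30 µM serotonin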
MC4R antag cAMP = human MC4R antagonism in cAMP assay | P32245 | MC4R-expressing cells, MTII-stimulated cAMP, LANCE TR-FRET | inhibition, % at 6.5 µM | hit rate 0.48% among 360,000;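 active = inhibition above its plate's cutoff, the mean of tested wells on that plate plus 3 SD, cut at about 29% in these data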;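 also: 0% = Melanotan II alone and 100% = Melanotan II plus saturating MCL0020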
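Assay system: U2OS cells stably expressing human melanocortin 4 receptor (MC4R) / Dosing: 6.5 µM / Timing: compound 30 min, challenge 1 h, detection 1 h / Measured by: Eu-cAMP/anti-cAMP TR-FRET, emission 671 nm / Replicates: singlicate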
PDI inh = inhibitors of human protein disulfide isomerase | P07237 | hit rate 0.052% among 350,000 | PDI insulin aggregation turbidity, A650, 90 min | inhibition, % at 10 µM;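 active = mean inhibition across replicates of 30% or more, whatever share of single replicates reach that level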;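 also: absorbance from insulin aggregation driven by PDI reduction with DTT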
H9c2 protect = modulators protecting cardiomyocytes from myocardial damage; protection from H2O2 cell death, % at 20 µM; hit rate 0.63% among 360,000; H9c2 cardiomyocytes, H2O2 injury protection, ATPLite, 2 h;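 active = compounds giving at least 50% protection of heart cells from peroxide-induced death in the single-dose screen, raw or plate-pattern-corrected value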;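 also: 0% = DMSO wells with peroxide and 100% = DMSO wells without peroxide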
CaV13 FRET inh = Disruptors of the CACNA1D IQ motif to Ca2+-dependent inactivation inhibitor domain association, primary screening, Förster resonance energy transfer in intact living … | HEK cells, CFP/YFP FRET ICDI-IQ, plate reader, 10 min; percent FRET-ratio fall versus neutral wells | inhibition, % at 12.3 µM | hit rate 0.098% among 340,000 | AID 743397;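 active = mean replicate inhibition of at least 30% and at least 1% of replicates passing that level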;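 also: 0% = median of the neutral control wells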
Exocytosis inh = blocks lytic granule exocytosis | TALL-104 LAMP-1 surface exposure, flow cytometry; cells stimulated with thapsigargin and PMA | inhibition, % at 10 µM | hit rate 0.66% among 360,000 | AID 651702;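 active = inhibition above about 55%, limit read from the data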
ABHD5 PLIN5 PPI = inhibitors of human ABHD5-perilipin-5 interaction. Q00G26+Q8WTS1. Split G. princeps luciferase complementation, luminescence, 4 h. inhibition, % at 4 µM. hit rate 0.78% among 360,000;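 active = inhibition above the mean inhibition across every tested compound plus 3 SD, cut at about 22% in these data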;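 also: 0% = DMSO only wells and the 100% control is not disclosed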
* marks the source's active call; other numbers are inactive results; nt = not tested or not shown. Rows are unselected, and some 4.2% of all compounds hit somewhere here.

SMILES | MC4R ag barr | Glyco luc inh | ABCB6 inh 2 | HTR2A ag | MC4R antag cAMP | PDI inh | H9c2 protect | CaV13 FRET inh | Exocytosis inh | ABHD5 PLIN5 PPI
C=CCNC(=O)c1onc(CSc2ccc(F)cc2)c1C(=O)O | 0.0 | -0.1 | 96.0 | -0.7 | 5.3 | -8.0 | 3.1 | -11.5 | 37.8 | 8.5
NS(=O)(=O)c1ccc(CCNC(=O)C(=O)c2cn(CC(=O)N3CCOCC3)c3ccccc23)cc1 | -1.5 | 1.3 | 102.0 | -5.0 | 1.6 | 6.3 | 3.1 | nt | -2.8 | 7.1
C=CCSc1ncccc1C(=O)NCCc1ccc(Cl)cc1 | -1.1 | -3.0 | 112.0 | 4.6 | 6.0 | -2.4 | -5.6 | -2.8 | 2.2 | 1.0
O=C1CC(Cc2ccccc2)C(=O)N1CCc1ccc2c(c1)OCO2 (configuration not stated) | 1.5 | -3.2 | 106.0 | -5.5 | -0.3 | 1.4 | 0.4 | nt | 76.5* | -1.6
Cc1cc(C)c(-c2cc(NC(=O)COC(=O)c3ccc(NC(=O)CC#N)cc3)n(-c3ccccc3)n2)cc1C | -1.2 | 2.3 | 104.0 | 3.1 | 8.0 | -10.6 | 7.7 | -2.8 | 18.6 | -20.1
CC(=O)N1N=C(c2cccc([N+](=O)[O-])c2)OC1(C)CC(=O)Nc1ccccc1 (configuration not stated) | -1.0 | 0.7 | 99.0 | -0.4 | 6.2 | -6.7 | 1.8 | -14.5 | -1.2 | 3.7
COC(=O)c1ccc(-c2ccc(Cl)cc2)nc1C | -0.3 | -13.3 | 98.0 | -2.7 | -1.1 | -4.0 | -10.8 | -15.5 | -6.6 | -10.1
O=C(CCN1CCN(Cc2ccccc2)CC1)Nc1cccc(Br)c1 | 2.5 | -5.5 | 101.0 | -0.4 | 13.6 | 4.0 | -5.9 | -14.1 | 23.1 | -12.3
COc1cc(/C=C/C(=O)O)cc(S(=O)(=O)N(C)CCO)c1OC | 1.1 | -1.3 | 93.0 | -3.1 | -6.0 | 4.2 | 10.6 | -3.2 | -3.8 | 1.2
CC1CCC(C(C)C)C(OCC(O)CN2CCN(Cc3ccccc3)CC2)C1 (configuration not stated) | 4.5 | -1.3 | 92.0 | -4.9 | 3.6 | 1.1 | -23.9 | -0.7 | 6.3 | -6.5

Exocytosis inh, entries above that show a hit
| Compound | MC4R ag barr | Glyco luc inh | ABCB6 inh 2 | HTR2A ag | MC4R antag cAMP | PDI inh | CaV13 FRET inh | Exocytosis inh | ABHD5 PLIN5 PPI |
| --- | --- | --- | --- | --- | --- | --- | --- | --- | --- |
| O=C1CC(Cc2ccccc2)C(=O)N1CCc1ccc2c(c1)OCO2 (configuration not stated) | 1.5 | -3.2 | 106.0 | -5.5 | -0.3 | 1.4 | nt | 76.5* | -1.6 |

New compounds follow
SMILES | MC4R ag barr | Glyco luc inh | ABCB6 inh 2 | HTR2A ag | MC4R antag cAMP | PDI inh | H9c2 protect | CaV13 FRET inh | Exocytosis inh | ABHD5 PLIN5 PPI
Cc1ccc(S(=O)(=O)/C=C2\OCc3ccccc32)cc1 | nt | nt | nt | -3.7 | nt | nt | nt | -11.2 | 0.2 | 2.7
CN1CCN(C(=O)c2cc3c(c(-c4cccc(Br)c4)n2)[C@@H](CCO)N(S(=O)C(C)(C)C)C3)CC1 (some centres not stated) | nt | 0.4 | 104.0 | -1.2 | nt | nt | 7.8 | -4.1 | 4.7 | -1.1
O=C(CSc1ncn[nH]1)Nc1ncc(C(F)(F)F)cc1Cl | -1.5 | 1.7 | 101.0 | -0.4 | -0.4 | 2.0 | 8.4 | -5.7 | 0.2 | -3.5
CCCCN(CC)CCNC(=O)c1cc2c(=O)[nH]c3ccccc3c2n1C | -2.3 | 1.5 | 98.0 | -1.5 | -0.8 | 13.7 | -2.0 | -4.0 | -2.8 | 2.4
Cc1ccc(C)c(S(=O)(=O)N2CCN(CC(=O)NC(=O)NCc3ccccc3)CC2)c1 | -0.6 | -1.3 | 89.0 | 5.8 | 4.5 | 2.5 | -5.5 | -5.6 | 2.1 | 4.3
NS(=O)(=O)c1ccc(CCn2c(=S)[nH]c3ccc(F)cc3c2=O)cc1 | -0.5 | 0.0 | 100.0 | 0.9 | 19.9 | 24.4 | 10.3 | -4.1 | 5.3 | 2.1
CC(=O)Nc1ccc(OCC(O)Cn2nc(C)c(C)c2C)cc1 (configuration not stated) | -1.2 | 1.6 | 94.0 | 2.2 | 3.0 | 20.1 | 2.3 | -17.6 | 12.8 | 0.1
CCCS(=O)(=O)N1CCCC(C(=O)NCCc2ccc(OC)c(OC)c2)C1 (configuration not stated) | -1.8 | -3.3 | 96.0 | -2.1 | 4.1 | 2.3 | -5.9 | nt | -0.4 | 0.5
COC(=O)CCC(=O)N(CCN(C(=O)CCC(=O)OC)c1ccccc1)c1ccccc1 | 0.5 | 0.8 | 98.0 | 7.9 | -8.3 | 10.3 | -3.2 | 2.2 | -1.8 | -8.0
COC(=O)C1(Cc2cc(-c3cccnc3)no2)CCN(C(=O)OC(C)(C)C)CC1 | -2.2 | -0.9 | 92.0 | 5.1 | -0.5 | -0.3 | -4.0 | -9.3 | 16.1 | 1.1
Cc1c(C(=O)Nc2nc3ccccc3[nH]2)cccc1[N+](=O)[O-] | -1.2 | 3.4 | 95.0 | 1.1 | -1.6 | -5.7 | 1.2 | -2.3 | 0.7 | -6.0
COc1ccccc1N1CCN(C(=O)c2cc(-c3ccc(Cl)cc3)on2)CC1 | 3.8 | 2.6 | 106.0 | 1.1 | -1.2 | 0.8 | -7.4 | -3.7 | 4.2 | -2.2
CCN(CC)S(=O)(=O)c1ccc(Oc2cccc(C(C)=O)c2)nc1 | -1.7 | nt | 86.0 | -7.1 | 0.2 | 6.5 | -2.5 | -4.8 | -0.2 | -2.4
Cc1c(C(=O)NCc2cccnc2)oc2ccc(S(=O)(=O)N3CCCC(C)C3)cc12 (configuration not stated) | -2.7 | -0.9 | 101.0 | -5.2 | 11.7 | 2.4 | 6.5 | -5.5 | 0.2 | -0.2
COc1ccc(C2CC(c3ccccc3C)n3nc(N)nc3N2)cc1 (configuration not stated) | 1.6 | 2.7 | 102.0 | 2.5 | 1.1 | nt | -0.2 | -2.6 | 0.7 | 7.3
COC(=O)c1ccc(/C=N/Nc2nc(C)c(C)s2)cc1 | 2.4 | -2.4 | 101.0 | 7.9 | -5.8 | 5.3 | 10.8 | -23.1 | -8.2 | -6.0
COc1ccccc1CNS(=O)(=O)c1ccc2c(c1)CC(=O)N2C | -3.4 | -2.0 | 100.0 | 6.8 | -3.1 | 0.8 | -3.6 | -3.6 | -0.9 | 5.3
COc1ccc(CNCCS(=O)(=O)NCc2ccc(OC)cc2)cc1 | -0.9 | 1.2 | 96.0 | -5.1 | -1.1 | -14.9 | -2.4 | -6.0 | -5.2 | 3.1
CCCCNC(=S)NNC(=O)c1nn(C)cc1Cl | -2.3 | 0.0 | 102.0 | -4.3 | -1.4 | -1.3 | 7.2 | -5.4 | -1.4 | -11.2
Cc1ccc(NCc2nnc3n2CCCCC3)cc1 | 1.6 | 1.4 | 97.0 | -2.0 | -5.8 | -5.2 | 4.6 | -9.5 | 2.5 | 12.1

Single values from above:
`COc1cc(/C=C/C(=O)O)cc(S(=O)(=O)N(C)CCO)c1OC` – ABHD5 PLIN5 PPI: 1.2
`COC(=O)c1ccc(-c2ccc(Cl)cc2)nc1C` – ABCB6 inh 2: 98.0
`COc1ccc(CNCCS(=O)(=O)NCc2ccc(OC)cc2)cc1` – HTR2A ag: -5.1
`C=CCNC(=O)c1onc(CSc2ccc(F)cc2)c1C(=O)O` – MC4R antag cAMP: 5.3

(continued)
SMILES | MC4R ag barr | Glyco luc inh | ABCB6 inh 2 | HTR2A ag | MC4R antag cAMP | PDI inh | H9c2 protect | CaV13 FRET inh | Exocytosis inh | ABHD5 PLIN5 PPI
CN(c1ccc(C(=O)NCc2ccc3c(c2)OCO3)cc1)S(=O)(=O)c1ccccc1 | -1.3 | -0.1 | 98.0 | -3.9 | 11.7 | 5.1 | -9.6 | -5.5 | -7.0 | -5.4
COc1ccc(-c2nc(N)n(C(=O)c3ccco3)n2)cc1 | -1.2 | 0.2 | 99.0 | 2.0 | -1.9 | 3.9 | 8.1 | -2.1 | -1.1 | 1.7
CCC1([N+](=O)[O-])COC(c2ccc(C)cc2)OC1 (configuration not stated) | -1.7 | -0.1 | 101.0 | -0.8 | -3.3 | -0.2 | -1.1 | -4.8 | -15.3 | -8.8
O=C(NC1CCCC1)c1ccc(S(=O)(=O)N2CCCC2)cc1 | -1.9 | 0.2 | 104.0 | 2.6 | -0.4 | -4.8 | -2.3 | nt | -10.6 | 5.4
O=C(c1cc2cc(Br)ccc2s1)N1CCOCC1 | -0.5 | 1.2 | 100.0 | 5.6 | -1.3 | 9.3 | -4.3 | -6.6 | 1.2 | 4.3
Cc1ccccc1C(=O)NCCCCc1ccccc1 | -1.1 | -3.2 | 101.0 | -3.6 | 3.1 | 9.6 | 5.5 | -5.3 | -1.3 | -0.1
CCC(=O)Nc1ccc(C(=O)NNC(=O)CCCCC(=O)NNC(=O)c2ccc(NC(=O)CC)cc2)cc1 | 1.4 | 0.5 | 98.0 | 2.8 | 3.6 | -4.9 | -0.8 | -6.9 | -2.4 | 13.2
COc1ccc(OC)c(C(=O)c2ccccn2)c1 | -1.5 | -0.3 | 97.0 | -3.3 | -3.9 | 0.4 | 0.6 | -4.5 | 1.3 | -2.3
O=C(N/N=C/c1ccccn1)c1ccc(Cl)c(Cl)c1 | -7.3 | 21.2 | 93.0 | -13.3 | 3.4 | -2.5 | 36.9 | -6.9 | 10.5 | 3.3
CCOc1cc(/C=C/C(=O)c2ccc(OC)c(CN3CCOCC3)c2)cc(Br)c1O | -2.8 | 0.8 | 104.0 | -12.7 | 9.0 | -3.8 | 10.9 | -12.3 | -12.2 | 23.4*
CCCCN(C(=O)CSc1c(C)c(C)cc(C)c1C)c1c(N)n(CCC)c(=O)[nH]c1=O | -3.2 | 1.8 | 96.0 | -0.6 | 5.9 | 6.7 | 4.4 | -2.9 | 1.6 | 7.3
Cc1nc(NC(=O)c2c(-c3ccccc3Cl)noc2C)sc1C | -2.3 | -3.2 | 100.0 | 4.7 | 8.2 | -4.8 | -3.0 | -4.9 | 0.9 | -7.4
O=C(OCc1nc2ccsc2c(=O)[nH]1)c1ccccc1 | -0.8 | 0.2 | 96.0 | -9.6 | 6.0 | -3.8 | 0.8 | -5.9 | -1.5 | -5.0
O=C(Nc1n[nH]c(C2CCCCC2)n1)C1CCCCC1 | -0.7 | -0.5 | 97.0 | 7.5 | 1.1 | 14.6 | 5.3 | -8.3 | 2.3 | 10.2
O=C(c1ccc(S(=O)(=O)N2CCCCCC2)cc1)N(c1ccccn1)C1CCCCC1 | -1.8 | -2.7 | 104.0 | 0.8 | 15.2 | -0.6 | -2.5 | -3.6 | -0.9 | -4.3
O=C(Nc1cccc(S(=O)(=O)N2CCOCC2)c1)c1cc2ccccc2o1 | -1.7 | 1.1 | 90.0 | -1.3 | 3.9 | -3.2 | -2.6 | -6.3 | -3.0 | -2.2
